Bioassay records from PubChem BioAssay.
Pf growth 96h – P. falciparum growth inhibition at 96 hour, primary screen for plastid delayed-death inhibitors; P. falciparum luciferase reporter growth, 96 h; Potency, µM (top dose mostly 28.7 µM), for the others: at the top dose activity change, negative = inhibition, actives largely listed as inhibitors; 320,000 compounds, 6.9% hits; AID 504834; further: potency means the concentration at half of the fitted maximal effect; on the % scale 0 is the no-effect control and ±100 the full control effect
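Compounds incubated with erythrocytes infected by luciferase-expressing P. falciparum (2% hematocrit, 0.05% parasitemia final) for 96 hours, 37 C in 5% CO2. Growth inhibition scored as decreased luciferase luminescence.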
Shiga inhibitor – blocks Shiga toxin action in Vero cells | 290,000 compounds, 9.2% hits | inhibition, % at 38.7 µM | Vero cells, Shiga toxin protein synthesis inhibition reporter; in the data active means inhibition mostly above about 28%, no sharp cut-off; inactive means mostly below about 43%; further: 0% is about no effect
CHX counter – counter-screen for Shiga toxin inhibitors: cycloheximide protein synthesis inhibition; cell reporter, cycloheximide protein synthesis inhibition counterscreen; max response, %; 300,000 compounds, 12% hits; AID 2314; in the data active means max response mostly above about 13%, no sharp cut-off; inactive means mostly below about 14%; further: read at 38.3 µM for the half of the compounds with a filed dose; 0% is about no effect
Pf growth 48h – inhibits P. falciparum growth in the first generation, 48 h | P. falciparum luciferase growth in erythrocytes, 48 h | Potency, µM (doses to about 28.7 µM), inactives show at the top dose activity change, negative = inhibition, usual class: inhibitors | 310,000 compounds, 5.9% hits | AID 504832; further: potency means the concentration at half of the fitted maximal effect; on the % scale 0 is the no-effect control and ±100 the full control effect
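Compounds are pin-transferred into medium, infected erythrocytes (2% hematocrit, 0.1% parasitemia final) are added, and plates sit one parasite generation at 37 C in 5% CO2. Detection reagent is then added and luminescence measured.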
Giardia FBPA inh – inhibitors of Giardia lamblia fructose-1,6-bisphosphate aldolase; A8B2U2; purified Giardia FBPA; Potency, µM (series often up to 59.6 µM), for inactives: at the highest dose activity, negative = inhibition, usual class: inhibitors; 290,000 compounds, 0.71% hits; AID 2451; further: potency means the concentration at half of the fitted maximal effect; on the % scale 0 is the no-effect control and ±100 the full control effect; nearly all actives have a fitted effect of over 55% in size
Target sequence (A8B2U2 whole entry, looked up): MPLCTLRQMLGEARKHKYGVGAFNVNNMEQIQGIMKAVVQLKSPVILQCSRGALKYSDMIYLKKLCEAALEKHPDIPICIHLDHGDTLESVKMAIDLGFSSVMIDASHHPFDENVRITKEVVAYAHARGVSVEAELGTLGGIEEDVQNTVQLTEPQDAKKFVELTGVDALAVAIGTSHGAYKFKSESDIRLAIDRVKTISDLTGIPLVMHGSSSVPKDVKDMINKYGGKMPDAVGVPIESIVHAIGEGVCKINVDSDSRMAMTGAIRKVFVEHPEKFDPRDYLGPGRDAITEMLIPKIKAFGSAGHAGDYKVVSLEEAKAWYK
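40 nM FBPA preincubated 10 min at RT with compound (up to 57.5 uM final), then substrate plus GAPDH/TPI/NAD/arsenate coupling and diaphorase/resazurin added. Fluorescence read after 20 min at RT, 525/598 nm.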
HCV inhibitor – HCV inhibition | Huh7.5.1 HCVcc-Cre infection, luciferase reporter, 44 h | Potency, µM (top dose mostly 41.8 µM), for inactives: at the top dose activity change, negative = inhibition, hits mostly inhibitors | 340,000 compounds, 3.4% hits | AID 651820; further: potency means the concentration at half of the fitted maximal effect; on the % scale 0 is the no-effect control and ±100 the full control effect
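Cells seeded at 1,000/well and cultured 4 h, then compounds added followed by HCVcc-Cre virus (~0.5 moi). After 44 h further culture, luciferase substrate was added, plates held 15 min at room temperature, and luminescence read for 15 sec.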
Starred values were filed as active, the others as inactive; ? = inconclusive; · = no result given; [ ] = dose if it differs, or a comment. Unless noted, the call rests on the fitted dose curve; in most records, active means well fitted curve in the direction sought with a large enough effect; inconclusive means small, poorly fitted or top-dose-only effect, or another doubt; inactive means no such curve, though single readings can be large; an effect the other way counts as inactive or inconclusive.

#1 COC(=O)COc1c(Cl)cc(C(c2c(C)[nH][nH]c2=O)c2c(C)[nH][nH]c2=O)cc1OC
#2 O=C(NNc1nc2c(F)cccc2s1)C1COc2ccccc2O1 (stereo not drawn)
#3 COC(=O)C1=C(c2ccc3ccccc3c2)C[C@@H]2CC[C@H]1N2C(=O)NCc1ccc(C(F)(F)F)cc1
#4 CCN(Cc1ccccc1)Cc1c(F)cccc1F
#5 Cn1c(C(=O)O)cnc1Sc1ncc(C(F)(F)F)cc1Cl
#6 Cc1cccc(NC(=O)c2ccc(N3CCOCC3)c([N+](=O)[O-])c2)n1
Screen / compound no.	1	2	3	4	5	6
Pf growth 96h	42%[activator]	80%	?	11%	37%[activator]	0%
Shiga inhibitor	-3	19	·	11	2	72*
CHX counter	-3	16	·	-1	-3	38*
Pf growth 48h	-28%	44%	8.3µM*	8%	8%	54%[activator]
Giardia FBPA inh	-20%	4%	·	?	-19%	-18%
HCV inhibitor	14%	23%	?	7%	16%	?

#7 CCCc1nc2nc(C)c(NS(=O)(=O)c3ccc(C(C)(C)C)cc3)c(=O)n2[nH]1
#8 Cc1ccc(S(=O)(=O)N/N=C/c2ccccc2O)cc1[N+](=O)[O-]
#9 Cc1ccc2cccc(OCC(=O)NCc3ccco3)c2n1
#10 Cc1ccc(C(=O)O/N=C(\N)Cc2cccs2)cc1[N+](=O)[O-]
#11 CC(=O)N(C)c1ccc(NC(=S)Nc2ccc(C(C)C)cc2)cc1
#12 OC(CNCCc1c[nH]c2ccccc12)c1ccccc1 (stereo not drawn)
Screen / compound no.	7	8	9	10	11	12
Pf growth 96h	11%	12%	?	10µM*	36%[activator][5.75 µM]	-6%
Shiga inhibitor	-6	69*	10	11	25	-11
CHX counter	-2	39*	17	13	9	-4
Pf growth 48h	22%	13%	-25%	69%[activator]	-9%	1%
Giardia FBPA inh	-18%	11%	-6%	·	-9%	-2%
HCV inhibitor	-16%	4%	-13%	16%	?	-2%

#13 CNc1oc(-c2ccc(Cl)cc2)nc1P(=O)(c1ccccc1)c1ccccc1
#14 CCOc1ccccc1/C=C(/NC(=O)c1ccccc1)C(=O)NC(C)c1ccccc1 (stereo not drawn)
#15 COc1ccc(NC(=O)NNC(=O)c2ccccc2-n2cccc2)cc1OC
#16 COc1ccc(NC2CCCN(C(=O)CN3CCOC3=O)C2)cc1 (stereo not drawn)
#17 O=C(Nc1ccc(CSc2ccccc2)cc1)c1ccccc1
#18 O=S(=O)(c1ccc2c(c1)C(=NO)c1cc(S(=O)(=O)N3CCCCC3)ccc1-2)N1CCCCC1
Screen / compound no.	13	14	15	16	17	18
Pf growth 96h	15µM*	10µM*	?	?	-1%	?
Shiga inhibitor	28	-10	-13	62*	7	-12
CHX counter	8	6	4	38*	-2	6
Pf growth 48h	?	5%	1%	63%[activator]	-1%	8.3µM*
Giardia FBPA inh	-5%	3%	4%	·	2%	0%
HCV inhibitor	?	-10%	5%	18%	6%	5µM*

#19 COc1ccc(CC(=O)OC2CCCN(C)C2)cc1 (stereo not drawn)
#20 CCc1nnc(NC(=O)C(NS(=O)(=O)c2ccc3c(c2)OCCO3)C(C)C)s1 (stereo not drawn)
#21 COc1ccc2c(c1)OC13CCN(C)CC1C2C(C(=O)c1ccc(F)cc1)C(=O)N3 (stereo not drawn)
#22 O=C(O)CCOc1ccc2c(c1)OCCO2
#23 O=C(CCNC(=O)c1ccccc1Cl)NCCC1=CCCCC1
#24 O=C(/C=C/c1ccnc2ccccc12)c1cccs1
Screen / compound no.	19	20	21	22	23	24
Pf growth 96h	?	?	-11%	19%	14%	?
Shiga inhibitor	-4	-8	-13	11	·	73*
CHX counter	5	-4	-2	4	·	38*
Pf growth 48h	0%	-27%	1%	·	?	63%[activator]
Giardia FBPA inh	-5%	-4%	5%	0%	·	-25%
HCV inhibitor	20%	-6%	5%	8%	1%	?

#25 O=C(NC(=S)Nc1cccc(NC(=O)c2ccccc2Cl)c1)c1cccs1
#26 Cn1c2c(c(=O)n(C)c1=O)C(C(F)(F)F)(C(F)(F)F)N=C(c1ccc(Cl)cc1)N2
#27 C=CCn1nc(-c2ccccc2)c(N2CCCCC2)cc1=O
#28 O=C(Nc1cc(S(=O)(=O)N2CCOCC2)ccc1N1CCOCC1)c1cc2c(s1)CCC2
#29 c1cncc(Nc2nc(-c3cccs3)cs2)c1
#30 CC(=O)c1cccc(NC(=O)NC2CC(=O)N(c3ccc4c(c3)OCCO4)C2)c1 (stereo not drawn)
Screen / compound no.	25	26	27	28	29	30
Pf growth 96h	?	1.5µM*	?	-33%	2.9µM*	-6%
Shiga inhibitor	10	-14	-14	-13	103*	·
CHX counter	15*	6	-6	1	63*	·
Pf growth 48h	38%[activator]	?	?	?	2%	-23%
Giardia FBPA inh	-14%	4%	1%	-5%	-22%	·
HCV inhibitor	-29%	1.6µM*	-15%	-21%	3.2µM*	11%

#31 CCOC(=O)c1c(CSc2ccccc2)n(C)c2cc(Br)c(OC)c(O)c12
#32 CCO[C@@H]1OC(C(=O)N2CCN(Cc3ccccc3)CC2)=C[C@H](C2CC2)[C@H]1CCCO
#33 CCN1CCCC1CNCC(=O)Nc1ccc(OC(F)(F)F)cc1 (stereo not drawn)
#34 COc1ccc(S(=O)(=O)N2CC3C4C=CC(C4)C3C2)cc1 (stereo not drawn)
#35 OC1COC(OCC2OC(OCc3ccccc3)C(O)C(O)C2O)C(O)C1O (stereo not drawn)
#36 COc1ccc([N+](=O)[O-])cc1NC(=O)COC(=O)c1ccc(O)cc1
Screen / compound no.	31	32	33	34	35	36
Pf growth 96h	?	?	17%	14%	81%[activator]	0%
Shiga inhibitor	-6	-14	-6	-5	-5	-1
CHX counter	2	-1	-4	1	-3	-2
Pf growth 48h	?	?	-4%	16%	3%	39%[activator]
Giardia FBPA inh	6%	-4%	-28%	2%	-14%	-1%
HCV inhibitor	?	-5%	-13%	1%	16%	10%

#37 Cc1ccccc1CN1[C@@H]2c3ccccc3C[C@@H]2OCCS1(=O)=O
#38 Oc1c(Br)cc(/C=N/NC(=S)NCC2CCCO2)cc1Br (stereo not drawn)
#39 CS(=O)(=O)c1ccc2nc(NC(=O)c3ccc(Cl)nc3)sc2c1
#40 Cc1cnc([N+](=O)[O-])n1CCOC(=O)NC(=O)c1c(F)cccc1F
#41 Cc1ccc(NC2CCCN(C(=O)c3cccc(-c4ncc[nH]4)c3)C2)cc1C (stereo not drawn)
#42 COCCn1c(C)cc(C(=O)COC(=O)CNC(=O)c2ccco2)c1C
Screen / compound no.	37	38	39	40	41	42
Pf growth 96h	46%[activator]	?	?	-18%	10µM*	-4%
Shiga inhibitor	-6	-3	71*	-23	-4	·
CHX counter	0	1	39*	-3	-1	·
Pf growth 48h	-6%	?	0%	0%	?	22%
Giardia FBPA inh	9%	-10%	?	4%	·	·
HCV inhibitor	10%	22%	-10%	4%	1%	11%

#43 Cc1cc(-c2ccc(C)c(S(=O)(=O)NCc3ccc(Br)cc3)c2)on1
#44 CC1CCCCN1CCNC(=O)c1cc2c(=O)n(C)c3ccccc3c2n1C (stereo not drawn)
#45 CCCCOc1cccc(C(=O)NNC(=S)NC2CCCCC2)c1
#46 COc1ccc(OC)c(S(=O)(=O)N2CCN(C(=O)NC3CCCCC3)CC2)c1
#47 Cn1c(C(O)c2ccccc2F)nc(Cl)c1Cl (stereo not drawn)
#48 COc1ccc(Cc2nnc(NC(=O)c3ccccc3C)s2)cc1
Screen / compound no.	43	44	45	46	47	48
Pf growth 96h	-3%	-16%	?	39%[activator]	45%[activator]	2.1µM*
Shiga inhibitor	-3	23	0	·	-5	5
CHX counter	-2	-2	-3	·	-2	10
Pf growth 48h	2%	·	-5%	-16%	4%	34%[activator]
Giardia FBPA inh	10%	-14%	-2%	·	2%	5%
HCV inhibitor	?	-20%	?	1%	6%	-2%

An excerpt from above in order of molar mass, lowest first.
#47 Cn1c(C(O)c2ccccc2F)nc(Cl)c1Cl (stereo not drawn)
#48 COc1ccc(Cc2nnc(NC(=O)c3ccccc3C)s2)cc1
#37 Cc1ccccc1CN1[C@@H]2c3ccccc3C[C@@H]2OCCS1(=O)=O
#45 CCCCOc1cccc(C(=O)NNC(=S)NC2CCCCC2)c1
#40 Cc1cnc([N+](=O)[O-])n1CCOC(=O)NC(=O)c1c(F)cccc1F
#42 COCCn1c(C)cc(C(=O)COC(=O)CNC(=O)c2ccco2)c1C
#39 CS(=O)(=O)c1ccc2nc(NC(=O)c3ccc(Cl)nc3)sc2c1
#41 Cc1ccc(NC2CCCN(C(=O)c3cccc(-c4ncc[nH]4)c3)C2)cc1C (stereo not drawn)
Screen / compound no.	47	48	37	45	40	42	39	41
Pf growth 96h	45%[activator]	2.1µM*	46%[activator]	?	-18%	-4%	?	10µM*
Shiga inhibitor	-5	5	-6	0	-23	·	71*	-4
CHX counter	-2	10	0	-3	-3	·	39*	-1
Pf growth 48h	4%	34%[activator]	-6%	-5%	0%	22%	0%	?
Giardia FBPA inh	2%	5%	9%	-2%	4%	·	?	·
HCV inhibitor	6%	-2%	10%	?	4%	11%	-10%	1%

#44 CC1CCCCN1CCNC(=O)c1cc2c(=O)n(C)c3ccccc3c2n1C (stereo not drawn)
#46 COc1ccc(OC)c(S(=O)(=O)N2CCN(C(=O)NC3CCCCC3)CC2)c1
Screen / compound no.	44	46
Pf growth 96h	-16%	39%[activator]
Shiga inhibitor	23	·
CHX counter	-2	·
Pf growth 48h	·	-16%
Giardia FBPA inh	-14%	·
HCV inhibitor	-20%	1%

Following part:
#49 CCCCNC(=O)c1nn(-c2ccccc2OC)c(=O)c2ccccc12
#50 Cc1cccc(C(=O)OC2CCN(C)CC2)c1
#51 S=c1[nH]nc(-c2cccs2)n1/N=C/c1cccs1
#52 CCC(CC)C(=O)Nc1ccc(S(=O)(=O)Nc2nccs2)cc1
#53 COc1ccc(N2C(=O)CC(S/C(N)=N/N=C(\C)c3cccs3)C2=O)cc1 (stereo not drawn)
#54 C/C(=C\C=C(C#N)C#N)c1cc(C#N)c(N)o1
Screen / compound no.	49	50	51	52	53	54
Pf growth 96h	?	-23%	51%[activator]	?	-13%	?
Shiga inhibitor	3	11	32	-14	-18	-8
CHX counter	1	13	9	-4	3	-1
Pf growth 48h	-10%	16%	-4%	-4%	7%	?
Giardia FBPA inh	3%	-2%	8%	6%	6%	-21%
HCV inhibitor	-15%	5%	?	17%	18%	-27%

#55 Cc1ccc(N2CC(=O)N(c3ccc(C)cc3)CC2=O)cc1
#56 Cc1c(OC(C)C(=O)NCc2ccccn2)ccc2c3c(c(=O)oc12)CCC3 (stereo not drawn)
#57 O=C(CS(=O)(=O)Cc1ccccc1)NCCc1ccc(F)cc1
#58 COc1ccc(Cc2nnc(SCC(=O)NC3(C#N)CCCCC3)n2N)cc1
#59 COc1cc(OC)c(S(=O)(=O)Nc2ccccc2NC(=O)CN2CCOCC2)cc1NC(C)=O
#60 O=C(COC(=O)/C=C/c1ccc2ccccc2n1)NNC(=O)c1ccc([N+](=O)[O-])cc1
#61 Cc1cc(C)n(CC(=O)N2CCCC(N3CCN(c4ccccc4C)CC3)C2)n1 (stereo not drawn)
#62 CCCCNC(=O)CN(Cc1ccco1)S(=O)(=O)c1ccc(C(C)=O)cc1
#63 Cc1c(-n2c(=S)[nH]c3ccccc3c2=O)c(=O)n(-c2ccccc2)n1C
Screen / compound no.	55	56	57	58	59	60	61	62	63
Pf growth 96h	20%	?	-20%	?	2%	?	25%	30%	13%
Shiga inhibitor	-2	-4	-6	·	1	·	-2	·	-5
CHX counter	-2	-1	0	·	-2	·	-3	·	-5
Pf growth 48h	19%	?	8%	26%	5%	26%	-6%	-2%	·
Giardia FBPA inh	2%	·	·	·	-3%	·	0%	·	-21%
HCV inhibitor	23%	?	2%	4%	-3%	22%	·	11%	3%
